Screening data as filed in PubChem BioAssay.
DAX1 inh-1: inhibitors of human orphan nuclear receptor DAX1 (NR0B1); HEK293 Gal4-DAX1 luciferase reporter, luminescence; 340,000 tested, 0.99% active; AID 504766; inhibition, % at 6.75 µM;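 active = inhibition above the mean over all tested compounds plus 3 SD, cut at about 4.2% in these data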;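 note: 0% = DAX1-transfected cells with DMSO and 100% = empty-vector control cells with DMSO; inhibition shows as a rise in luminescence from relieved DAX1 repression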
Target sequence (P51843 207-470 limits assumed): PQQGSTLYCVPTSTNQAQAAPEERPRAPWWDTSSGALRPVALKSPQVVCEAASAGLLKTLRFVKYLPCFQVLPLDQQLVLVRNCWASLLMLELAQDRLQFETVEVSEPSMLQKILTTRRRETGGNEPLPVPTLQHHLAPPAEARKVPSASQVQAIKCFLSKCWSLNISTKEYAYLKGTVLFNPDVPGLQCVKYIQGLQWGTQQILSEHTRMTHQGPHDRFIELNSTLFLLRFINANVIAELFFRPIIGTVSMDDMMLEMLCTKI
SMARCA2 act: increases SMARCA2 function in MMTV reporter cells | 370,000 tested, 1% active | MG213 cells, MMTV-luciferase reporter, dexamethasone, overnight | activation, % at 9.1 µM; in the data active = activation above about 7.8%;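 note: 0% = vehicle wells and 100% = reference activator wells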
PG9 Ab binder: binds the HIV-1 gp120 antibody PG9; inhibition, % at 6.7 µM; TR-FRET gp120-PG9 antibody binding; 360,000 tested, 0.43% active; AID 624416; in the data active = inhibition above about 8.5%
hgDAF-12 ag: activates the H. glycines DAF-12 receptor ligand-binding domain; HEK293 GAL4-hgDAF12 UAS-luciferase reporter, agonist luminescence; normalized to butyrate control; activation, % at 6.8 µM; 370,000 tested, 1.8% active; AID 687014;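 active = activation above a cutoff set at the mean of all screened compounds plus 3 SD, cut at about 10% in these data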;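 note: 0% = DMSO wells and 100% = sodium butyrate wells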
hcDAF12 agonist: activators of H. contortus DAF-12 nuclear receptor; HEK293 hcDAF-12 lit1-tk-luc reporter, luminescence; 0% DMSO, 100% Δ7-dafachronic acid; activation, % at 6.8 µM; 370,000 tested, 1.4% active; AID 652067;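 active = activation above the mean of all tested compounds plus 3 SD, cut at about 5.5% in these data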;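 note: 100% = response to 3 µM Δ7-dafachronic acid high control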
ssDAF-12 act: activates DAF-12 receptor from parasite S. stercoralis | AID 652126 | HEK293 ssDAF-12/GRIP1 lit1-tk-luc reporter, luminescence; % of 3 µM dafachronic acid response | 370,000 tested, 1% active | activation, % at 6.8 µM;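 active = activation above the mean over all tested compounds plus 3 SD, cut at about 0.9% in these data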;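 note: 0% = DMSO-only wells and 100% = 3 µM delta7-dafachronic acid wells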
DAX1 inh-2: blocks DAX1 repression of SF-1 activated StAR promoter | inhibition, % at 6.8 µM | HEK293T StAR-luciferase reporter, SF-1/DAX-1 repression relief | AID 652010 | 370,000 tested, 1.1% active;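 active = inhibition above the mean over all tested compounds plus 3 SD, cut at about 3.6% in these data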;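 note: 0% = DAX-1 cells with DMSO and 100% = cells lacking DAX-1 with DMSO; higher inhibition means more luminescence from relief of DAX-1 repression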
NR1D1 modulator: Rev-erb alpha (human) modulation | P20393 | Rev-erbα–FITC-DNA binding, fluorescence polarization, 90 min | activity, % at 10 µM | 370,000 tested, 0.79% active | AID 1259318;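 active = activity above about 14%, limit read from the data; passing the limit was not always enough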;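 note: 0% = DMSO wells with 35 nM protein and 100% = DMSO wells with 750 nM protein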
Target sequence (P20393 whole entry, looked up): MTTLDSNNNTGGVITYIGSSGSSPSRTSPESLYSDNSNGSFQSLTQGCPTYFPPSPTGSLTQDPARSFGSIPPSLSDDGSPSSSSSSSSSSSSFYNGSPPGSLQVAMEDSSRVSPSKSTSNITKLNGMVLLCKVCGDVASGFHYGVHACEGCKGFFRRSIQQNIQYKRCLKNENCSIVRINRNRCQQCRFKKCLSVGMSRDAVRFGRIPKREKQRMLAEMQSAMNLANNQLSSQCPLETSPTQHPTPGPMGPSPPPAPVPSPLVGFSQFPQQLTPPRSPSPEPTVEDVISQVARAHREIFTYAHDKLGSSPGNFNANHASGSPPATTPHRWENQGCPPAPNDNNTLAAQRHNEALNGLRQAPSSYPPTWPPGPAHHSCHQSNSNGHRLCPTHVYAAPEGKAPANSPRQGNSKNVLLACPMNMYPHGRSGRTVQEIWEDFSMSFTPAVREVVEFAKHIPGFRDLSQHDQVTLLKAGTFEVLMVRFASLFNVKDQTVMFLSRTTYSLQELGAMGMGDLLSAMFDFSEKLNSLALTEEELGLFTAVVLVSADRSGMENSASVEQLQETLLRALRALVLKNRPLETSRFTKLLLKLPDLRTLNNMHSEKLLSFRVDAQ
sPLA2-III inh: Inhibits HGIII-sPLA2 liposome hydrolysis, primary screen; Q9NZ20; QFRET BODIPY PC-A2 liposome hydrolysis, fluorescence; inhibition, % at 12.2 µM; 370,000 tested, 0.56% active;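 active = inhibition above mean plus 3 SD of compounds lying within the high and low control bounds, cut at about 19% in these data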;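 note: 0% = median of test compound wells and 100% = no enzyme DMSO wells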
PLC-beta3 inh: blocks human PLC-beta3 enzyme activity; Purified PLC-beta3, fluorogenic substrate, fluorescence; 370,000 tested, 0.18% active; inhibition, % at 12.2 µM; AID 720704; Q01970; in the data active = inhibition above about 11%;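 note: 0% = median of compound wells on plate and 100% = full blocker control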
FXN GAA850 act: activators of GAA850 frataxin (FXN) promoter; HEK293 lucGAA850 FXN promoter luciferase reporter, 24 h; percent of 10 µM SAHA response; activation, % at 6 µM; 360,000 tested, 0.56% active; AID 540364;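 active = activation above the average of all compounds screened plus 3 SD, cutoff fixed separately per campaign, cut at about 7.5% in these data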;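 note: 0% = DMSO wells and 100% = 10 µM SAHA wells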
* marks the source's active call; other numbers are inactive results; · = not tested or not shown. No enrichment for hits. About 7% of those tested had a hit in this group.

Sequence of screens – DAX1 inh-1	SMARCA2 act	PG9 Ab binder	hgDAF-12 ag	hcDAF12 agonist	ssDAF-12 act	DAX1 inh-2	NR1D1 modulator	sPLA2-III inh	PLC-beta3 inh	FXN GAA850 act
CC(C)COc1ccc(CN=C(N)N=C(N)N)cc1Cl
 : 0.3	-5	-4.0	-0.7	-1.2	-2.1	-0.6	-2	3	1	-1.2
CN(C)S(=O)(=O)c1cc(NC(=O)CNCCN2CCOCC2)ccc1Cl
 : -1.2	-1	-2.1	-0.7	-1.7	-1.1	-0.3	3	-1	-7	2.1
Cc1cc(C)c(NC(=O)COC(=O)CCc2ccc(S(=O)(=O)N3CCCCC3)cc2)c(C)c1
 : -0.9	0	-1.8	-0.2	-0.2	-1.2	0.3	5	-3	-2	0.9
CC(C)c1ccc2c(c1)C1(NN=C(c3ccccc3)S1)C(=O)N2 (stereo not drawn)
 : -0.5	1	-3.2	5.5	3.0	-0.8	-1.5	0	5	-370	7.9*
CC(C)(C)OC(=O)N1CC2(CCCCC2)CC1Cc1ccc(C(F)(F)F)cc1 (stereo not drawn)
 : 0.9	5	-2.2	-0.6	0.7	-0.8	0.3	-9	8	4	-3.5
O=C(CC1S/C(=N/N=C/c2cccs2)NC1=O)Nc1ccc(Cl)cc1 (stereo not drawn)
 : -0.3	-2	-2.5	0.0	1.1	-1.6	0.8	8	-9	0	-2.6
O=C1CCC[C@H]2Cc3nc4cc5c(cc4cc3C[C@]23CCCN13)OCO5
 : ·	·	·	4.5	0.8	-1.3	·	2	1	-4	·
CN(C)C(=O)c1ccc(NC(=O)COC(=O)C2(c3ccccc3)CCCC2)cc1
 : -1.1	-2	-0.6	3.8	0.7	-1.5	-1.7	-2	-1	-27	1.2
O=C(Nc1cccnc1)c1cc(S(=O)(=O)N2CCOCC2)ccc1Br
 : -0.4	-2	2.5	-1.3	0.4	-1.1	-0.5	-5	1	-6	0.3
OCCC1CN(Cc2cc3c(cc2Cl)OCO3)CCN1C1CCCCC1 (stereo not drawn)
 : 0.3	0	-0.6	-2.7	-0.6	-1.4	-0.7	-3	-1	2	0.5
CSc1nc(SCc2ccccc2)[nH]c(=O)n1
 : 0.0	-3	0.8	-0.1	-2.3	-0.6	0.2	-5	10	-4	-1.6
Cc1cccc(Nc2nc(-c3ccccn3)cs2)n1
 : 0.0	1	0.4	13*	6.0*	1.1*	3.0	-1	2	-6	4.3
CC(C)[C@H](NC(=O)CC1CCCC1)C(=O)N1CCC[C@H]1C(=O)NCc1ccccc1
 : ·	1	0.5	-0.9	0.3	-1.0	-0.2	10	3	4	·
NNC(=O)COc1cccc(C(F)(F)F)c1
 : -1.1	-6	1.7	0.0	0.5	-1.3	0.4	4	-4	-1	-3.2
FC(F)(F)c1nc(=S)c2ccccc2[nH]1
 : 2.2	1	17*	-2.6	-1.5	-1.4	0.0	-2	15	-8	1.0
Cc1cc(/C=C(\C#N)C(=O)OCC(=O)NC(=O)NC(C)(C)C)c(C)n1CCC(C)C
 : 0.6	-1	-0.8	2.4	-0.9	-0.8	0.7	-6	6	-14	3.2
COC(=O)C1=C(N)N(c2ccc(F)cc2)C2=C(C(=O)CCC2)C1c1ccc2c(c1)OCO2 (stereo not drawn)
 : -0.9	-2	-0.8	-3.2	-1.5	-1.3	0.3	18	15	2	1.2
COc1ccc(-c2ccc3[nH]c4c(c3c2)CCN2C(=O)[C@@H]([C@H](C)O)[C@@H](N(C)C(=O)Nc3cc(Cl)cc(Cl)c3)C[C@@H]42)cc1
 : -0.6	-6	-1.0	0.4	-1.0	-0.8	-1.7	-8	-14	-357	-1.7
C=CCn1c(SCC(=O)NCC)nnc1-c1cc2c(s1)CCC(CC)C2 (stereo not drawn)
 : -2.5	1	-0.9	3.1	-2.4	-0.6	1.3	-8	-4	-1	4.4
N/C(=N\OC(=O)COc1ccc2ccccc2c1Br)c1ccccn1
 : 0.4	2	3.6	10	2.2	0.2	2.5	5	-14	0	3.8
C#CCN1CC(N2CCN(CCO)CC2)CS1(=O)=O (stereo not drawn)
 : ·	-1	·	-2.0	-1.6	-1.3	-0.6	-1	6	0	·
CCOC(=O)Cc1ncccc1C(=O)Nc1ccc(OC(F)(F)F)cc1
 : 0.5	4	-4.6	3.3	1.1	-0.5	-0.3	3	11	-13	-0.1
COc1cc(C)c(NC(=S)Nc2cccc(Cl)c2C)cc1OC
 : -0.3	-3	-1.8	-3.6	-0.6	-1.8	0.2	-5	8	1	-0.2
Cn1ncc(Br)c1C(=O)N1CCCCCC1
 : 0.1	3	-0.8	-0.2	-0.7	0.1	-1.5	-2	0	-3	-0.7
CC(C)Oc1ccc(F)cc1-c1cc(C(=O)NCc2ccc(F)cc2)[nH]n1
 : ·	-4	-1.0	-3.3	-1.5	-1.3	-0.8	-1	-18	4	-2.5
CCOC(=O)CN(C(=O)c1snc(C(N)=O)c1N)C(C(=O)NCCC(C)C)c1ccc(C)cc1 (stereo not drawn)
 : -0.1	0	-0.1	1.2	-1.2	-1.6	0.6	4	-3	-35	-1.1
COc1cc2ncc(S(=O)(=O)c3ccccc3)c(N3CCC4(CC3)OCCO4)c2cc1OC
 : -1.4	-3	1.6	-4.3	-3.6	-1.8	-0.6	2	5	-7	-0.1
CC1=C(C(=O)N2CCCCCC2)CC(CC(=O)NC2CCCC2)C(=O)N1Cc1ccc(F)cc1 (stereo not drawn)
 : ·	6	-0.9	-0.7	-1.1	-0.8	-0.7	-11	3	2	·
COc1ccc(CN2CCc3c([nH]c4ccccc34)C2)c(OC)c1C
 : -0.2	-3	-2.7	2.3	1.0	-1.7	-0.5	-1	2	-70	1.8
CCOc1ccc(C2C(C(N)=O)=C(C)Nc3ncnn32)cc1OC (stereo not drawn)
 : 0.6	1	-1.4	-1.1	-0.8	-1.2	0.3	5	0	-6	2.7
COc1cccc(NS(=O)(=O)c2ccc3c(c2)n(C)c(=O)c(=O)n3C)c1
 : 1.1	5	-2.2	2.6	-0.8	-1.2	-0.6	-2	0	1	0.9
Cc1cccc(Oc2nc(-c3ccccc3)cc(C)c2S(C)(=O)=O)c1C
 : 0.8	-1	0.2	2.3	0.6	-1.0	-0.3	0	3	3	3.7
CCc1cc(Br)ccc1NC(=S)NCCc1ccccc1
 : 0.6	-1	-2.2	-3.9	-2.1	-1.6	-1.0	3	3	-3	-2.2
O=C(O)CC(Cc1ccc(Cl)cc1)C(=O)NCc1ccccc1 (stereo not drawn)
 : -0.4	-1	-1.7	-1.8	-1.7	-1.7	-0.5	-4	1	1	1.9
COc1cc(C2CC(=O)N(CC(=O)NCC3CCCO3)c3ccccc3S2)cc(OC)c1OC (stereo not drawn)
 : 0.1	5	-6.0	-1.6	-1.3	-0.9	-0.9	1	0	4	-0.5
O=C(CCC(=O)N1CCOc2ccccc21)Nc1ccccc1Cl
 : -0.7	1	-1.6	-0.1	0.6	-1.3	0.5	-3	-2	0	2.0
O=C(CC(c1ccccc1)c1ccccc1O)NCCc1ccccc1 (stereo not drawn)
 : 0.6	-1	-0.8	-0.7	1.1	-1.2	-0.7	5	-4	0	-1.0
COc1ccc(C2=NCCn3c2c2ccc(C(F)(F)F)cc2[n+]3[O-])cc1
 : 0.4	0	-1.8	0.9	0.6	-1.0	-0.2	2	6	-16	0.7
O=S(=O)(NCc1c(Cl)cccc1Oc1ccccc1)c1ccccc1
 : -0.5	-5	0.3	-2.8	20*	-1.0	0.2	9	-9	-9	-1.0
Cn1c(=O)n(C)c2cc(NC(=O)CSc3nc4ccccc4c(=O)[nH]3)ccc21
 : 4.7*	-1	0.8	-0.2	1.5	-1.3	0.0	-3	4	-7	1.9
CCCC(C(=O)NC(C)(C)C)N(C(=O)c1snc(C(N)=O)c1N)c1ccc2c(c1)OCCO2 (stereo not drawn)
 : -1.2	-9	2.1	-12	-5.6	-2.4	-2.9	13	2	-11	-8.7
COC(=O)c1ccc(Nc2cc(C)nc(-c3ccccc3O)n2)cc1
 : -0.8	-4	45*	0.1	0.1	-1.3	0.0	25	3	-17	-0.1
Cc1ccc(NC(=O)c2ccc3c(c2)OCO3)cc1Cl
 : 4.7*	6	0.3	17*	8.0*	1.7*	3.4	6	-3	-4	4.2
CS(=O)(=O)N1CCN(C(=O)Cc2ccc([N+](=O)[O-])cc2)CC1
 : 1.0	-2	2.0	1.0	-0.4	-1.0	0.6	-5	-1	-5	-0.8
O=C1NC(Cc2ccccc2)c2nc3ccc(F)cc3c(=O)n2-c2ncccc21 (stereo not drawn)
 : 0.6	-4	-2.0	1.3	-1.7	-1.2	-0.3	-7	4	2	1.6
CC1CCCC(NC(=O)C2CCN(S(=O)(=O)N3CCC4(CC3)OCCO4)CC2)C1C (stereo not drawn)
 : 0.5	-1	1.5	-2.5	-0.2	-1.3	0.1	2	1	-1	1.3
CCOC(=O)C1CCN(C(=O)CSc2cc(=O)n(CC)c3ccccc23)CC1
 : -0.5	2	-2.9	-0.2	0.6	-1.6	-0.2	-6	-1	0	0.1
COc1cccc2sc(/N=C/N(C)C)nc12
 : -0.4	-2	1.1	1.5	-0.1	-0.7	0.6	-1	9	-8	1.0
CN(C)S(=O)(=O)c1cccc(NC(=O)c2cc(=O)[nH]c3ccccc23)c1
 : 0.4	1	-5.3	2.0	0.6	-1.6	-0.3	-3	-6	-43	0.5
CC(=O)c1ccc(Nc2nc(C(N)Cc3ccc(Cl)cc3)cs2)cc1 (stereo not drawn)
 : ·	-6	1.2	-3.1	-0.6	-1.6	-0.5	-4	15	-187	-0.9
CC(C)(C)C(=O)Nc1ccccc1C(=O)NCCCn1ccnc1
 : 0.6	3	0.1	0.1	-2.0	-1.3	-0.2	-4	-1	1	1.4
COC(=O)[C@]1(Cc2ccccc2)N[C@H](CN(C)C(=O)Nc2ccc(Cl)cc2)[C@@H]2C(=O)N(Cc3ccccc3)C(=O)[C@@H]21
 : -0.8	1	-0.8	2.1	-0.5	-1.0	-0.8	0	0	1	-1.9
Cc1ccc(S(=O)(=O)NNC(=O)c2sc(NS(=O)(=O)c3ccccc3)nc2C)cc1
 : 0.8	-2	-0.5	-1.2	-0.8	-1.0	0.2	3	-7	-7	-0.6
Cc1cc(F)ccc1-c1cc(C(=O)NCC2CCCCC2)[nH]n1
 : ·	8.6*	1.7	-3.9	-1.4	-1.2	0.5	-11	3	3	-0.1
OCc1ccccc1OCCOc1ccc(Cl)c2cccnc12
 : 0.0	3	0.5	0.0	0.6	-1.8	0.5	4	-13	-49	2.6
CCc1sc(C(=O)NC)cc1Br
 : 1.1	-3	2.9	-1.3	-1.8	-1.2	0.8	-1	0	1	-1.7
CCC(C)NC(=O)C1CCN(S(=O)(=O)c2ccc3[nH]c(=O)ccc3c2)CC1 (stereo not drawn)
 : 0.5	-3	0.0	-1.9	-1.8	-1.4	-0.3	-4	5	-1	0.4
